High-throughput results from PubChem BioAssay.
CHRM1 PAM = human CHRM1 positive allosteric modulation; 360,000 tested, 0.088% active; activation, % at 3 µM; CHO-K1 hM1, Fluo-8 calcium fluorescence, ACh EC20; 0% = ACh EC20, 100% = maximal ACh; in the data active = activation above about 19%, passing the limit was not always enough
Target sequence (P11229 whole entry, looked up): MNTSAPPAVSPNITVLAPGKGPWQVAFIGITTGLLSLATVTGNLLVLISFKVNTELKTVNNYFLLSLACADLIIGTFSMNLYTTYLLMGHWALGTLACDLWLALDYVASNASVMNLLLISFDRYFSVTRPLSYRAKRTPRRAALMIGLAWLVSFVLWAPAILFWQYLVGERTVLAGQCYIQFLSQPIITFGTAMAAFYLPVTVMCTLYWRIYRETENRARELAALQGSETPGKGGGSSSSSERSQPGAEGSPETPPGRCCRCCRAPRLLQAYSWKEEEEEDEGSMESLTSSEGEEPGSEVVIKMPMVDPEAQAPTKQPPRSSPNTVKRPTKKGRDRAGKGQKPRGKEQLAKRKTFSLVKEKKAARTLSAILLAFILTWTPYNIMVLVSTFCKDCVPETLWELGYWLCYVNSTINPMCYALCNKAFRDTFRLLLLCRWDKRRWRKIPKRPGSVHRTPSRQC
CHO-K1 Ca ag = M1 agonist counterscreen hit in parental CHO-K1 cells. Fluo-8 calcium fluorescence; scaled to maximal ATP response, vehicle zero. activation, % at 3 µM. 360,000 tested, 0.48% active; in the data active = activation above about 15%;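 also: untransfected CHO-K1 host cells lacking M1 receptor as counterscreen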
CHO-K1 Ca antag = nonselective inhibitor or artifact in parental CHO-K1 cells; 360,000 tested, 0.6% active; inhibition, % at 3 µM; ATP-induced calcium, Fluo-8 fluorescence;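 active = inhibition above a per-plate cutoff, the plate's mean sample inhibition plus 3 SD, cut at about 24% in these data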;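 also: 0% = DMSO plus EC80 ATP and 100% = DMSO alone without ATP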
M1 antag = human CHRM1 antagonism | P11229 | CHO-K1 hM1, Fluo-8 calcium fluorescence, ACh EC80 antagonist | inhibition, % at 3 µM | 360,000 tested, 1.3% active | AID 588852;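 active = percent inhibition above its own plate's cutoff, namely the mean of that plate's compound wells plus 3 SD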;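 also: peak over basal fluorescence ratio during 140 s after agonist addition; 0% = ACh EC80 plus DMSO and 100% = DMSO alone without agonist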
M1 ag = agonists of human M1 muscarinic receptor. P11229. CHO-K1 hM1, Fluo-8 calcium fluorescence, agonist mode; 0% DMSO, 100% acetylcholine EC100. activation, % at 3 µM. 360,000 tested, 0.33% active. AID 588814;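 active = activation above the run's mean compound activation plus 3 SD, cut at about 16% in these data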;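 also: peak over basal fluorescence ratio within a 140 s kinetic read after compound addition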
TAAR1 antag = human TAAR1 antagonism | CHO RD-HGA16 TAAR1, Fluo-8 calcium fluorescence, antagonist | Q96RJ0 | inhibition, % at 3 µM | 360,000 tested, 1.5% active;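 active = inhibition above a per-plate cutoff, the mean inhibition of test compounds on that plate plus 3 SD, cut at about 49% in these data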;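 also: 0% = DMSO plus EC80 beta-PEA response and 100% = DMSO alone without agonist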
Target sequence (Q96RJ0 whole entry, looked up): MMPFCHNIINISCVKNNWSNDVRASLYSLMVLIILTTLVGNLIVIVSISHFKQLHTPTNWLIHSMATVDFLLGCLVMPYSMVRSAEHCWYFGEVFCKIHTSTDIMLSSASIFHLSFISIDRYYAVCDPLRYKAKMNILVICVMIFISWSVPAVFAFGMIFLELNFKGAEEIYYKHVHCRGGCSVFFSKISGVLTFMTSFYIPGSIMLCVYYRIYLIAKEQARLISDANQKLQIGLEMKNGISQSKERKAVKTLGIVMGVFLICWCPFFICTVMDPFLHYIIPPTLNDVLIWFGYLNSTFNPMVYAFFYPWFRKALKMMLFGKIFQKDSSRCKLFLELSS
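Test system: RD-HGA16 CHO cells with stable hTAAR1 and Gα16 / Probe or stimulus: EC80 β-phenethylamine stimulus / Times: seeding 17-24 h prior, 75-min 37 °C, 30-min RT dye loading / Detection: Fluo-8 calcium-sensitive fluorescence / Read-out basis: % inhibition scaled between DMSO and EC80 PEA controls / Repeats: singlicate, one well per test compound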
M1 PAM parental = nonselective activator or artifact in parental CHO-K1 calcium assay; 360,000 tested, 0.02% active; ATP EC20, Fluo-8 calcium fluorescence; 0% at ATP EC20, 100% at ATP max; activation, % at 3 µM;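 active = activation above the run cutoff, the mean activation of all test compounds plus 3 SD, cut at about 40% in these data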;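 also: peak over basal fluorescence ratio in a 140 s read after ATP addition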
TAAR1 ag = human TAAR1 agonism; Q96RJ0; CHO RD-HGA16 TAAR1, Fluo-8 calcium fluorescence; vehicle wells 0%, saturating PEA agonist 100%; activation, % at 3 µM; 360,000 tested, 0.99% active; AID 624467;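 active = activation above the mean activation of all test compounds in the run plus 3 SD, cut at about 38% in these data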
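Test system: RD-HGA16 (CHO) cells co-expressing Gα16 and hTAAR1; dosing: one-point dosing at 3 µM (nominal); timing: 17-24 h seeding, 75 min 37 °C dye, 30 min RT; signal: kinetic Fluo-8 calcium fluorescence; read-out basis: % activation relative to PEA EC100 response; controls: DMSO and PEA EC100; replicates: n 1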
CHO parental Ca = counter-screen: ATP calcium response change in parental CHO cells; inhibition, % at 5.6 µM; parental CHO-K1, ATP-induced calcium, Fluo-8 fluorescence; 330,000 tested, 0.63% active; AID 463079;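 active = inhibition above that plate's mean sample inhibition plus 3 SD, cut at about 26% in these data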;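 also: 0% = ATP-challenged DMSO wells and 100% = DMSO wells without ATP; some compounds past the cut are filed as inactive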
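Assay system: untransfected parental CHO cell line. Also added: ATP agonist challenge. Dosing: one dose, 5.6 µM nominal. Measured by: Fluo-8 fluorescence. Read-out: % inhibition. Benchmarks: ATP wells versus no-ATP DMSO wells. Repeats: no replicates.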
Starred values were filed as active, the others as inactive; / = no result given; & = joins results of further samples.

SMILES	CHRM1 PAM	CHO-K1 Ca ag	CHO-K1 Ca antag	M1 antag	M1 ag	TAAR1 antag	M1 PAM parental	TAAR1 ag	CHO parental Ca
Cc1nc(N2CCN(c3ccccn3)CC2)c2c(C)c(C(=O)Nc3ccc(F)cc3F)sc2n1	4	0.9	-10	-8	-2	13	11	2	-8
CCOc1ccc(NC(=O)c2cccc3c2C(=O)N(CC2CCCO2)C3)cc1 (stereo not drawn)	1	1.0	3	8	-8	11	14	0	-16
CC12CCC(C(=O)N3CCOCC3)([C@H](Br)C1=O)C2(C)C (stereo partly drawn)	13	-0.1	7	-28	-2	7	8	1	-15
CN(C)CCN(Cc1ccccc1)C(=O)C1CCN(c2ncnc3c2nc2n3CCCCC2)CC1	2	0.6	2	-14	-5	-16	14	2	-21
COc1ccccc1NS(=O)(=O)c1ccc(C(=O)Nc2ncccc2O)cc1	7	1.0	-14	-2	0	/	10	/	-13
CCN=c1scc(-c2ccc3c(c2)NC(=O)CO3)n1N=C1CCCC1	3&-3	1.9&4.3	3&0	-2&6	-4&-1	1&33	-4&7	1&13	24
CCN(CC(=O)Nc1ccc(NC(C)=O)cc1)C(=O)C1(c2ccc(Cl)cc2)CCC1	10	1.3	-5	-13	1	11	19	5	/
O=C(CN(C(=O)c1csnn1)c1ccccc1F)NCc1ccccc1	5	1.3	-9	-11	-3	1	19	4	-11
O=C(CCS(=O)(=O)c1ccc(Br)cc1)NCCC1=CCCCC1	3	1.1	-17	-8	-3	-21	25	-2	-29
COC(=O)N/N=C/c1cc(C)n(-c2ccc(F)cc2)c1C	2	0.3	-9	9	-6	13	3	-1	-10
CC1=C(C(=O)OC(C)C)C(c2cccc(F)c2)N2C(=O)C(C)SC2=N1 (stereo not drawn)	1	0.1	-12	-11	-5	-27	28	17	-20
COc1ccc(CN(C)CC(=O)Nc2ccc(N3CCOCC3)cc2)cc1OC	8	0.1	5	-9	-6	-17	1	3	-6
O=C(NCc1n[nH]c(=O)c2ccccc12)C1CC(=O)N(c2ccc(Cl)cc2)C1 (stereo not drawn)	4	0.0	1	-3	-4	-14	7	-1	-5
NC(=O)CSc1nccn1Cc1ccc2c(c1)OCO2	6	0.6	2	-5	-5	-6	8	3	-9
Cc1nc(N2CCC(C)CC2)c2c(C)c(C(=O)Nc3cc(F)ccc3C)sc2n1	-19	-0.2	13	7	-10	0	9	0	-26
COc1ccc(OC)c(NC(=O)CSc2nnc(CNc3ccc(C)cc3C)o2)c1	-4	0.5	12	13	0	-6	-8	1	-12
COc1ccc(Oc2ccc(S(=O)(=O)N3CCCCC3)cc2S(=O)(=O)N2CCCCC2)cc1	4	0.4	-18	-5	-2	-7	8	-2	9
O=C(Cc1nnc(NC(=O)c2ccccc2)s1)N/N=C/c1ccco1	2	-0.2	14	-5	-6	-10	-10	0	-20
CCC(CO)Nc1ncnc2c1cnn2-c1ccc(OC)cc1 (stereo not drawn)	-12	4.4	11	14	2	35	9	11	-7
Cc1cc(NC(=O)c2c(-c3ccccc3Cl)noc2C)no1	5	1.2	-8	-2	-5	-2	18	-2	-4
COc1ccc(OC)c(/C=C2\SC(=S)N(N3CCOCC3)C2=O)c1	11	0.1	5	-16	-3	-14	-6	10	3
Cc1cc(-c2n[nH]c(=S)n2/N=C/c2ccc(C)s2)n[nH]1	10	0.7	-8	-7	-7	-9	21	-1	-6
CN(C)NC(=O)c1ccsc1NC(=O)c1ccc(S(=O)(=O)N2CCCC2)cc1	1	5.7	-9	-3	-2	39	1	15	-4
COc1ccc(C2CC(c3ccc4ccccc4c3OC(C)=O)=NN2C(=O)/C=C/c2ccccc2)cc1 (stereo not drawn)	3	0.2	-6	0	-6	16	9	0	-13
CCOc1ccc(N(CC(=O)NCCSCc2ccccc2)S(=O)(=O)c2ccccc2)cc1	2	0.3	-8	-3	-2	24	11	2	-1
Cc1ccc(S(=O)(=O)N(C)C)cc1NC(=O)Nc1c(-c2ccccc2)noc1C	3	0.4	-4	7	-2	-24	18	0	-21
CCN(CC)CCNC(=O)c1cc2c(=O)n(CC)c3ccccc3c2s1	-13	0.4	5	13	-9	-11	-20	2	-9
CCN(CC(=O)Nc1ccc([N+](=O)[O-])cc1OC)c1ccccc1	1	0.7	-36	-12	-4	15	20	4	-13
C/C(=N\NC(N)=S)c1ccccc1	15	0.9	-15	-18	0	-24	14	0	5
Cc1cccc(C(=O)Nc2c(C#N)c(C)c(C)n2Cc2ccccc2)c1	-9	-0.5	7	8	-5	5	-4	2	-14
COc1ccc2c(c1)[C@@H]1[C@H](CO2)[C@H](c2ccccc2)[C@]2(C)C(=O)Nc3ccc(C)cc3C(=O)N12	-6	2.7	-11	15	-3	/	16	/	-30
CCN(CC)S(=O)(=O)c1ccc2[nH]cc(C(=O)NCCC3=CCCCC3)c(=O)c2c1	-5	4.3	15	27	-3	67*	10	11	7
O=C(OCc1ccc(Cl)cc1)c1ccccc1C(=O)c1ccccc1	-13	1.2	-3	19	-4	23	16	10	-21
Cc1ccc(N2CC(C(=O)Nc3ccccc3C(=O)N3CCOCC3)CC2=O)cc1 (stereo not drawn)	4	1.9	-11	-2	-1	-20	5	2	-11
Cc1ccccc1NC(=O)COC(=O)Cc1ccsc1	4	0.4	6	3	-4	1	2	1	-5
CCS(=O)(=O)N1Cc2ccccc2CC1C(=O)Nc1cccc(C)c1 (stereo not drawn)	15	-0.4	-18	-2	-7	-9	-3	3	-16
CCCc1nnc(NC(=O)c2nc(S(=O)(=O)Cc3cccc(C)c3)ncc2Cl)s1	3	0.2	9	2	-5	-15	-31	-1	-6
CCOC(=O)C1CCN(C(=O)CCc2nnc3ccc(NCCCN4CCCC4=O)nn23)CC1	8	0.2	-14	-10	-5	-9	25	0	2
CCCc1nc2c(sc3nc4c(cc32)COC(C)(C)C4)c(=O)n1Cc1ccco1	-5	1.5	4	-1	-5	-17	3	1	-8
Clc1ncnc2scc(-c3ccccc3)c12	1	-0.2	-19	-9	-9	16	1	7	-6
CN=C1SC(CC(=O)Nc2cc(Cl)ccc2Cl)C(=O)N1C (stereo not drawn)	8	0.2	-4	-8	-5	1	16	13	-9
O=C(CSc1nnnn1-c1ccccc1)NCCCN1CCCC1=O	8	0.4	6	-13	-2	-14	6	5	-3
COC(=O)c1sc(NC(=O)COC(=O)C2CCC2)c(C(=O)OC)c1C	7	0.2	3	-11	-4	-1	-7	5	/
Cc1ccc2c(c1)C(=O)C(=O)N2CC1COc2ccccc2O1 (stereo not drawn)	11	2.9	-3	-10	15	32	9	-1	-13
C[C@H]1C=C(C(=O)NC2CC2)O[C@@H](OCc2ccc(CO)cc2)C1	-6	-0.2	-7	11	-2	1	0	3	-6
COc1cccc(/C=N/NC(=O)c2nnn(-c3nonc3N)c2CN(C)C2CCCCC2)c1	16	-0.3	1	-14	-2	-14	8	1	/
O=C(COc1cccnc1[N+](=O)[O-])Nc1ccc(S(=O)(=O)N2CCOCC2)cc1	-7	0.8	-8	5	-8	6	10	3	2
Cc1ccccc1CSCCC(=O)NCCc1ccccc1	9	6.6	-4	-9	-3	42	6	10	-4
CC(=O)N1CCc2cc(S(=O)(=O)NCCC(=O)NCCc3ccc(Cl)cc3)ccc21	-5	16*	-2	7	0	12	1	5	-7
COc1ccc(NC(=O)C(c2ccc(Cl)cc2)C(C)C)cn1 (stereo not drawn)	-6	2.7	11	22	2	/	-5	/	-14
COc1cccc(C2c3c(-c4cc(Cl)c(C)cc4O)n[nH]c3C(=O)N2Cc2cccnc2)c1 (stereo not drawn)	-13	-0.3	-15	24	-4	-29	28	5	-33
CCc1cccc(C)c1NC(=O)C1CN(S(=O)(=O)c2ccccc2)CCN1S(=O)(=O)c1ccccc1 (stereo not drawn)	-8	2.2	-8	8	-11	20	15	4	-21
COc1ccc(C2C(C(=O)Nc3ccccc3OC)=C(C)Nc3nnnn32)c(OC)c1 (stereo not drawn)	4	0.4	-7	2	-1	-15	1	3	-26
Cc1ccc(S(=O)(=O)N(Cc2cc3cc4c(cc3[nH]c2=O)OCCO4)CC2CCCO2)cc1 (stereo not drawn)	8	0.1	-10	-6	-5	-19	22	0	-10
CN(/N=C/c1ccccc1Cl)c1ncc(Cl)cc1C(F)(F)F	8	0.2	14	-9	-3	-19	-19	1	1
O=C(Cc1ccc(Cl)cc1)Nc1ccccc1C(=O)N1CCCCC1	0	1.5	-8	-2	0	-24	13	7	-8

Grouped by structure, the compounds so far with a thiophene ring, fused or not.
SMILES	CHRM1 PAM	CHO-K1 Ca ag	CHO-K1 Ca antag	M1 antag	M1 ag	TAAR1 antag	M1 PAM parental	TAAR1 ag	CHO parental Ca
Cc1nc(N2CCN(c3ccccn3)CC2)c2c(C)c(C(=O)Nc3ccc(F)cc3F)sc2n1	4	0.9	-10	-8	-2	13	11	2	-8
Cc1nc(N2CCC(C)CC2)c2c(C)c(C(=O)Nc3cc(F)ccc3C)sc2n1	-19	-0.2	13	7	-10	0	9	0	-26
Cc1cc(-c2n[nH]c(=S)n2/N=C/c2ccc(C)s2)n[nH]1	10	0.7	-8	-7	-7	-9	21	-1	-6
CN(C)NC(=O)c1ccsc1NC(=O)c1ccc(S(=O)(=O)N2CCCC2)cc1	1	5.7	-9	-3	-2	39	1	15	-4
CCN(CC)CCNC(=O)c1cc2c(=O)n(CC)c3ccccc3c2s1	-13	0.4	5	13	-9	-11	-20	2	-9
Cc1ccccc1NC(=O)COC(=O)Cc1ccsc1	4	0.4	6	3	-4	1	2	1	-5
CCCc1nc2c(sc3nc4c(cc32)COC(C)(C)C4)c(=O)n1Cc1ccco1	-5	1.5	4	-1	-5	-17	3	1	-8
Clc1ncnc2scc(-c3ccccc3)c12	1	-0.2	-19	-9	-9	16	1	7	-6
COC(=O)c1sc(NC(=O)COC(=O)C2CCC2)c(C(=O)OC)c1C	7	0.2	3	-11	-4	-1	-7	5	/

Hits appear at their usual frequency; 4.4% or so of the library scored in one or more.
